# Screening results deposited in PubChem by several laboratories.
# ssDAF-12 act = S. stercoralis DAF-12 nuclear receptor activators, primary screen, cell-based, luminescence, HEK293, GRIP1 co-expression, lit1-tk-luc; Nuclear hormone receptor DAF-12 (Strongyloides stercoralis); HEK293 ssDAF-12/GRIP1 lit1-tk-luc reporter; % of 3 µM dafachronic acid response; activation, % at 6.8 µM; 370,000 tested, 1% active; AID 652126, 2013;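 active = activation above the mean over all tested compounds plus 3 SD, cut at about 0.9% in these data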;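 also: 0% = DMSO-only wells and 100% = 3 µM delta7-dafachronic acid wells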
# hcDAF-12 act = H. contortus DAF-12 nuclear receptor activators, primary screen, cell-based, luminescence, HEK293, lit1-tk-luc reporter; HEK293 hcDAF-12 lit1-tk-luc reporter; 0% DMSO, 100% Δ7-dafachronic acid; 370,000 tested, 1.4% active; activation, % at 6.8 µM; AID 652067, 2013;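 active = activation above the mean of all tested compounds plus 3 SD, cut at about 5.5% in these data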;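 also: 100% = response to 3 µM Δ7-dafachronic acid high control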
# GC-A act = GC-A stimulated cGMP production enhancers – HEK293 GC-A cells, cGMP TR-FRET, EC30 ANP, primary screen. Atrial natriuretic peptide receptor 1 (Homo sapiens), P16066. 0% at EC30 ANP, 100% saturating ANP. activation, % at 10 µM. 370,000 tested, 0.14% active. AID 1671463, 2021; in the data active = activation above about 40%
# PG9 Ab binder = binders of HIV-1 gp120 antibody PG9, primary screen, biochemical, TR-FRET | inhibition, % at 6.7 µM | HIV-1 gp120 / PG9 antibody interaction | AID 624416, 2012 | TR-FRET gp120-PG9 antibody binding | 360,000 tested, 0.43% active; in the data active = inhibition above about 8.5%
# SMARCA2 act = SMARCA2 (BRM) function activators, primary screen, cell-based, luminescence, high throughput. MG213 cells, MMTV-luciferase reporter, dexamethasone, overnight. activation, % at 9.1 µM. 370,000 tested, 1% active. AID 652017, 2013; in the data active = activation above about 7.8%;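 also: 0% = vehicle wells and 100% = reference activator wells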
# DAX1 inh-1 = DAX1 (NR0B1) inhibitors on StAR promoter, primary screen, cell-based, luminescence, SF-1 (NR5A1), full-length DAX-1; HEK293T StAR-luciferase reporter, SF-1/DAX-1 repression relief; 370,000 tested, 1.1% active; inhibition, % at 6.8 µM; AID 652010, 2013;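 active = inhibition above the mean over all tested compounds plus 3 SD, cut at about 3.6% in these data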;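 also: 0% = DAX-1 cells with DMSO and 100% = cells lacking DAX-1 with DMSO; higher inhibition means more luminescence from relief of DAX-1 repression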
# DAX1 inh-2 = DAX1 (NR0B1) inhibitors, primary screen, cell-based, HEK293, Gal4-DAX1, luciferase luminescence; Nuclear receptor subfamily 0 group B member 1 (Homo sapiens), P51843; HEK293 Gal4-DAX1 luciferase reporter; inhibition, % at 6.75 µM; AID 504766, 2011; 340,000 tested, 0.99% active;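 active = inhibition above the mean over all tested compounds plus 3 SD, cut at about 4.2% in these data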;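 also: 0% = DAX1-transfected cells with DMSO and 100% = empty-vector control cells with DMSO; inhibition shows as a rise in luminescence from relieved DAX1 repression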
# Target sequence (P51843 207-470 limits assumed): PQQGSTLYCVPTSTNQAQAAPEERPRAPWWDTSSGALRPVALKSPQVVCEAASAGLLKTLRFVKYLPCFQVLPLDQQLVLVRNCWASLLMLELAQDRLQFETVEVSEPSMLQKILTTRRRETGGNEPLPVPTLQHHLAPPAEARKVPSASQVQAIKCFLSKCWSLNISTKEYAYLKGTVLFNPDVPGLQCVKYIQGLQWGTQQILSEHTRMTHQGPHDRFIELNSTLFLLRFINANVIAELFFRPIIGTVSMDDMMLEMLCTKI
# FXN GAA850 act = FXN promoter activators, primary screen, cell-based, luciferase luminescence, HEK293 lucGAA850; HEK293 lucGAA850 FXN promoter luciferase reporter, 24 h; percent of 10 µM SAHA response; activation, % at 6 µM; 360,000 tested, 0.56% active; AID 540364, 2011;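 active = activation above the average of all compounds screened plus 3 SD, cutoff fixed separately per campaign, cut at about 7.5% in these data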;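 also: 0% = DMSO wells and 100% = 10 µM SAHA wells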
# hgDAF12 agonist = H. glycines DAF-12 receptor agonists, primary screen, cell-based, luminescence, HEK293, GAL4 fusion, UAS-luciferase. activation, % at 6.8 µM. HEK293 GAL4-hgDAF12 UAS-luciferase reporter, agonist luminescence; normalized to butyrate control. 370,000 tested, 1.8% active;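 active = activation above a cutoff set at the mean of all screened compounds plus 3 SD, cut at about 10% in these data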;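 also: 0% = DMSO wells and 100% = sodium butyrate wells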
# ADAM10 inh = human ADAM10 inhibitors, primary screen, biochemical, QFRET, HTS | 370,000 tested, 0.62% active | AID 720582, 2013 | Disintegrin and metalloproteinase domain-containing protein 10 (Homo sapiens), O14672 | inhibition, % at 7 µM | recombinant ADAM10, EDANS/DABCYL FRET peptide cleavage, 3 h;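 active = inhibition above a per-campaign cutoff equal to the mean of compounds falling between control-based bounds plus 3 SD, cut at about 20% in these data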;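 also: 0% = DMSO wells while the 100% control is not disclosed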
# Target sequence (O14672 214-748 limits assumed): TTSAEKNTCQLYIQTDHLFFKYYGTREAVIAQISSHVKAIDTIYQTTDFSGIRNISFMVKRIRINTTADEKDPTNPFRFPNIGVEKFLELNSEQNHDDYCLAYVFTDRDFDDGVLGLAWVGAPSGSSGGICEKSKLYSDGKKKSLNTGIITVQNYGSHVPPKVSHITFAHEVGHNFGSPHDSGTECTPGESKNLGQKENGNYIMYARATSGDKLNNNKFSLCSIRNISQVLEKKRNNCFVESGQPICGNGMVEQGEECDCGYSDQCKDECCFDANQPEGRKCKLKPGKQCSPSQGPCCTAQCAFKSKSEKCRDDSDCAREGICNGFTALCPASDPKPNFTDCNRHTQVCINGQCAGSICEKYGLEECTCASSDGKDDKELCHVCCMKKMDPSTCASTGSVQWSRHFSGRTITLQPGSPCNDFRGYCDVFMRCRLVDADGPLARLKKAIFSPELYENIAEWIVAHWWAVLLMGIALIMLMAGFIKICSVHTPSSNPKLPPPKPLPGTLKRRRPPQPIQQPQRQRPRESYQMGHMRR
# ADAM17 inh = ADAM17 inhibitors, primary screen, biochemical, QFRET | Disintegrin and metalloproteinase domain-containing protein 17 (Homo sapiens), P78536 | recombinant ADAM17, EDANS/DABCYL FRET peptide cleavage | inhibition, % at 6.95 µM | 370,000 tested, 0.83% active;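 active = inhibition above the mean of compounds lying between control limits plus 3 SD, set per campaign, cut at about 8.5% in these data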;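 also: 0% = DMSO-only wells as the low control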
# * = called active by the depositor; · = no result given.
SMILES,ssDAF-12 act,hcDAF-12 act,GC-A act,PG9 Ab binder,SMARCA2 act,DAX1 inh-1,DAX1 inh-2,FXN GAA850 act,hgDAF12 agonist,ADAM10 inh,ADAM17 inh
Cc1ccc(Cn2c(SCc3cccnc3)nc3c2c(=O)n(C)c(=O)n3C)cc1,-1.4,-0.9,21,-0.7,-3,-0.7,-0.2,5.6,-1.2,7,-5
CC(=O)c1c(C)[nH]c(C(=O)CN2CCN(S(=O)(=O)c3ccccc3[N+](=O)[O-])CC2)c1C,-1.3,-3.2,-1,-2.0,-2,-3.1,-1.8,-1.8,-4.7,-14,-3
O=C(NCC1CCCO1)c1ccc(NC(=O)c2ccc([N+](=O)[O-])cc2)cc1 (stereo not given),-0.8,-0.1,-7,-1.8,-1,-0.2,-0.8,2.2,1.6,-3,-2
O=C(CSc1n[nH]c(-c2ccncc2)n1)Nc1ccc(Cl)c(Cl)c1,-1.1,-3.2,-3,1.1,-2,-0.1,-1.1,1.4,1.5,9,-6
Cc1cc(Oc2ccc(Cl)cc2)nc(-c2ccccn2)n1,-1.6,-1.8,6,0.7,-3,0.1,3.4,0.2,-0.7,6,-7
N#C/C(=C\c1ccncc1)C(=O)Nc1ccc(C(=O)O)cc1,-0.9,-0.8,4,-1.0,-3,0.2,0.1,-0.8,3.3,7,7
CCCCCCCCN1C(=O)[C@H](CC(=O)NCc2cccs2)C[C@@]2(C(=O)OC)CC(C)(C)CC=C12,-1.1,-2.0,2,-0.6,-2,0.0,·,·,0.4,4,7
O=C(CSc1nc2ccc([N+](=O)[O-])cc2[nH]1)c1ccc(Cl)cc1,-0.2,2.7,11,-0.6,-4,-0.1,0.1,0.2,-0.5,-4,5
Cc1ccc(NC(=O)c2cc3c(=O)oc4ccccc4c3s2)nc1,-0.6,-1.9,-1,0.3,-2,0.2,-0.5,1.1,-1.9,0,-2
O=[N+]([O-])c1ccc(N/N=C/c2cn(-c3ccccc3)nc2-c2ccccc2)cc1,-1.4,-0.8,13,0.2,2,0.0,-0.2,3.0,3.2,5,-5
O=C1C2C(C(=O)N1Cc1ccco1)C1C=CC2C12CC2 (stereo not given),-1.4,-0.2,1,-0.7,-3,-0.8,-0.5,0.3,2.3,4,4
COC(=O)c1oc2ccccc2c1NC(=O)c1ccccc1O,-0.6,-0.1,1,-0.6,-2,-0.9,-0.2,0.5,-1.2,8,2
CC1CCCN(CC(O)COc2ccc(Cl)cc2)C1 (stereo not given),-1.5,-0.1,-3,-0.9,-3,0.7,-0.4,-0.5,1.2,-5,-2
O=C(NC1CCCC1)c1ccc(COc2ccccc2Br)o1,-1.6,-1.2,1,-4.1,-2,-1.6,-0.7,0.4,-1.7,1,8
Cc1cccc(NCc2ccccc2O)c1C,-0.9,-0.8,-3,-1.0,-3,0.4,-0.4,2.4,2.3,0,2
CC(=O)Nc1ccc(/C=N/N2CCCCC2)cc1,-1.0,1.2,3,-0.7,-1,1.2,1.7,7.6*,0.6,-5,0
O=C(Nc1ccc2c(c1)OCO2)c1ccc2c(c1)OCO2,2.1*,7.3*,3,-1.0,5,3.3,-1.1,1.9,14*,1,-1
O=C(Nc1nccs1)C1CC=CCC1C(=O)OCC(F)(F)C(F)F (stereo not given),-1.0,-1.3,0,1.1,-1,-0.2,-0.4,1.9,-1.2,-1,-2
CC(C)CCNC(=O)[C@H](Cc1ccccc1)N1Cc2ccccc2C1=O,-1.4,-1.3,-12,0.2,-2,0.2,-0.9,0.7,1.4,5,4
CC(=O)Nc1cccc(C(=O)OCc2csc(CC(=O)Nc3ccccc3C)n2)c1,-1.1,0.3,-3,1.2,1,-2.4,0.1,1.8,2.6,-7,-3
C=CCNS(=O)(=O)c1ccc(OC)c(C)c1,-1.1,-2.2,0,-0.3,-3,-0.5,1.8,-0.4,-0.1,-4,-3
CCCCCCCCN1C(=O)[C@@H](CC(=O)NCCCN2CCCC2=O)C[C@@]2(C(=O)OC)C1=C[C@H](C1CCCC1)O[C@@H]2C,-1.3,-1.4,1,1.4,-7,-0.4,·,·,-2.5,10,3
COc1ccc(C(=O)N/N=C(\Cc2ncc[nH]2)c2ccccc2)cc1,-0.8,0.4,-1,-0.1,3,0.6,0.8,4.2,0.8,-3,-2
N#CC(C#N)=C1C=CC=CN1/C(=C\c1ccccc1Cl)C(=O)c1ccccc1,-1.4,-0.1,-30,0.4,3,-1.6,-1.0,4.3,-3.8,-89,-31
Cc1ccc(CCNC(=O)c2ccc(NC3=NC4CS(=O)(=O)CC4S3)cc2)cc1 (stereo not given),-1.3,0.5,4,-1.6,-2,0.7,0.1,1.3,-0.8,3,-5
O=C(CNC(=O)c1cccc(F)c1)N/N=C/c1ccc([N+](=O)[O-])s1,-1.6,-4.2,-6,-1.6,-3,-2.5,-0.2,0.0,-6.9,3,3
CCc1nc2ccccc2n1CC(=O)Nc1cc(C)on1,-1.6,-0.3,5,0.6,-3,-0.3,-0.3,1.9,0.4,0,-1
CC(C)c1nc2cc(Cl)ccc2n(Cc2ccccc2)c1=O,-0.6,-1.6,4,-1.5,-1,0.5,1.5,3.5,-0.2,-11,-1
COc1ccc2cc(/C=N/NC(=O)c3ccc(CN(c4cccc(Cl)c4Cl)S(C)(=O)=O)cc3)c(Cl)nc2c1,-0.8,0.9,2,0.4,-2,0.9,0.7,1.6,-1.7,-160,-36
Cc1noc(C)c1COC(=O)Cc1ccc(Cl)c(Cl)c1,-0.9,-0.4,-11,-2.0,0,-0.4,-0.1,3.4,0.0,-2,-2
O=S(=O)(c1ccccc1)N(Cc1cccc(F)c1)c1ccccc1,-2.0,0.6,-9,-0.9,-4,0.0,-0.8,-0.1,1.0,23*,6
COc1ccc(C(=O)N2CCCC(Nc3ccc(C(C)C)cc3)C2)c(OC)n1 (stereo not given),-1.4,-1.8,-3,-4.0,3,-0.6,1.5,-0.3,0.9,-1,1
Cc1c(C(N)=O)sc2ncn(CC(=O)N(C)C3CCCCC3)c(=O)c12,-0.9,-1.4,5,0.6,-3,0.0,0.5,-0.7,-0.9,3,2
C/C(=N\O)c1ccc2[nH]ccc2c1,-0.8,-1.0,2,-2.2,1,0.9,0.7,1.9,3.5,4,-1
COc1cc(Cl)c(C)cc1Nc1ncccn1,-0.6,1.9,0,-1.8,4,-0.2,2.5,-1.1,2.1,6,-2
Cc1ccccc1C(=O)N1CCN(C(=O)C(=O)c2cccc(C(F)(F)F)c2)CC1,-1.0,-1.6,-2,-2.4,-1,1.2,·,·,-0.6,0,-2
N#C/C(=C/c1ccc(-c2ccc(S(=O)(=O)N3CCOCC3)cc2)o1)C(=O)NC1CC1,-1.6,-2.1,1,-2.9,-6,-2.1,1.3,-1.2,0.7,-29,-3
OCC1OC(n2cnc3ccccc32)CC1O (stereo not given),-0.9,-0.6,0,-0.4,-2,0.0,-0.4,2.5,1.4,-4,-1
CCOC(=O)C(Cc1nc(OCc2ccccc2)cc(OCc2ccccc2)n1)=NO,-1.3,-1.4,-3,-3.4,-3,-0.8,-0.2,0.0,-3.3,28*,8.8*
CCOC(=O)CCc1nc2ccccc2[nH]1,-0.8,-0.9,2,0.9,-1,0.8,0.1,4.0,-2.0,-4,1
CCOC(=O)N1CCC(NCCNC(=O)c2ccc(Cl)cc2)CC1,-0.6,0.5,0,0.8,1,-0.1,-1.8,-1.1,-2.0,1,-3
Clc1cccc(C2Nc3cccc4cccc(c34)N2)c1,0.6,5.0,-12,-0.9,-1,-0.2,0.6,1.7,-0.8,-4,-4
CC(C)[C@H](NC(=O)[C@@H]1Cc2ccccc2CN1)C(=O)Nc1ccc2c(c1)OCO2,0.3,-0.7,-3,-1.3,1,0.8,0.9,1.4,2.8,12,4
COc1ccc(Cn2cc(CN3CCOCC3)nn2)cc1,-1.3,-0.3,2,-1.8,-2,-0.2,·,·,0.8,-18,-3
CCCCCc1ccc(C(=O)CCCC)c(=S)[nH]1,-1.3,-0.5,-3,-2.8,4,0.1,-0.9,1.6,3.0,3,1
C#Cc1ccc(CN2CCC(Oc3cc(C(=O)NC4CC4)ccc3OC)CC2)cc1,-1.3,-2.1,0,-0.6,1,0.1,-2.0,3.0,-0.1,-24,-9
CC(C)c1ccc(OCC(=O)NC(C)c2ccccc2)cc1 (stereo not given),-1.1,-2.7,3,-1.6,0,-0.2,0.4,0.1,0.4,5,1
O=S(=O)(c1ccc(F)c(F)c1)N1CCN(c2ccccn2)CC1,-2.0,-1.6,1,1.5,-3,0.1,1.8,1.7,-0.2,0,-6

# Of the compounds above, 7 have an aryl methoxy group.
SMILES,ssDAF-12 act,hcDAF-12 act,GC-A act,PG9 Ab binder,SMARCA2 act,DAX1 inh-1,DAX1 inh-2,FXN GAA850 act,hgDAF12 agonist,ADAM10 inh,ADAM17 inh
C=CCNS(=O)(=O)c1ccc(OC)c(C)c1,-1.1,-2.2,0,-0.3,-3,-0.5,1.8,-0.4,-0.1,-4,-3
COc1ccc(C(=O)N/N=C(\Cc2ncc[nH]2)c2ccccc2)cc1,-0.8,0.4,-1,-0.1,3,0.6,0.8,4.2,0.8,-3,-2
COc1ccc2cc(/C=N/NC(=O)c3ccc(CN(c4cccc(Cl)c4Cl)S(C)(=O)=O)cc3)c(Cl)nc2c1,-0.8,0.9,2,0.4,-2,0.9,0.7,1.6,-1.7,-160,-36
COc1ccc(C(=O)N2CCCC(Nc3ccc(C(C)C)cc3)C2)c(OC)n1 (stereo not given),-1.4,-1.8,-3,-4.0,3,-0.6,1.5,-0.3,0.9,-1,1
COc1cc(Cl)c(C)cc1Nc1ncccn1,-0.6,1.9,0,-1.8,4,-0.2,2.5,-1.1,2.1,6,-2
COc1ccc(Cn2cc(CN3CCOCC3)nn2)cc1,-1.3,-0.3,2,-1.8,-2,-0.2,·,·,0.8,-18,-3
C#Cc1ccc(CN2CCC(Oc3cc(C(=O)NC4CC4)ccc3OC)CC2)cc1,-1.3,-2.1,0,-0.6,1,0.1,-2.0,3.0,-0.1,-24,-9
